Screening data (PubChem)
A3G deaminase: APOBEC3G DNA deaminase inhibitors, primary screen, biochemical, fluorescence, single-stranded DNA substrate, uHTS; DNA dC->dU-editing enzyme APOBEC-3G (Homo sapiens), Q9HC16; recombinant A3G, ssDNA deamination FAM/TAMRA fluorescence; inhibition, % at 20 µM; 330,000 compounds, 0.28% hits; AID 493012, 2011;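 active = inhibition of at least 40% at 20 µM, with no more than 30% in the related APOBEC3A deaminase screen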;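 also: plate controls were DMSO wells with A3G for no effect and wells lacking A3G enzyme for full effect; some compounds called inactive have numbers as strong as hits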
hIAP act: human IAP activators, primary screen, biochemical, luminescence, uHTS; Intestinal-type alkaline phosphatase (Homo sapiens), P09923; purified human IAP, CDP-Star luminescence, 30 min; hits give high values; 1 = vehicle-only enzyme, 0 = enzyme-free background; activation factor at 10 µM; 330,000 compounds, 0.16% hits;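 active = activation factor of the enzyme at least 2-fold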; also: the source names both 10 and 20 µM as test concentration; values of inactives mirror those of a sister screen read the other way
Target sequence (P09923 whole entry, looked up): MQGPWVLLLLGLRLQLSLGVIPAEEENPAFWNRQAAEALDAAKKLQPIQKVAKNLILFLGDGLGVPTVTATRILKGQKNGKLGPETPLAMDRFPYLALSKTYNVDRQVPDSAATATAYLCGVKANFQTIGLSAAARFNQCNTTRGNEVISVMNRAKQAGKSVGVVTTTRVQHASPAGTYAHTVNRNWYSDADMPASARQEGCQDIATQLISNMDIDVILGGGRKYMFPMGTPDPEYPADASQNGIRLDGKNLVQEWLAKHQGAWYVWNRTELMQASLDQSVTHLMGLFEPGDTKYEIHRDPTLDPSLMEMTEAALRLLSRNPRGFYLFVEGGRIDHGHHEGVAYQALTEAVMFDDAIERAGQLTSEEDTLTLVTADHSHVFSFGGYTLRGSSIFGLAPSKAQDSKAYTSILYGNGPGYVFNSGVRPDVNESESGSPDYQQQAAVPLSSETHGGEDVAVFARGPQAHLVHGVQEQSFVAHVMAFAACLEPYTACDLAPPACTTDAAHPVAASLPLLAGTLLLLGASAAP
NALP3 yeast inh: NALP3 inflammasome inhibitors in reconstituted yeast, primary screen, luminescence, uHTS; 330,000 compounds, 0.39% hits; Yeast reconstituted NLRP3/ASC/caspase-1, beta-gal luminescence, 24 h; inhibition, % at 10 µM;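 active = inhibition of 50% or more; inactive = inhibition below 50%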;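 also: plate controls were induced DMSO wells for no effect and uninduced yeast grown without galactose for full effect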
MIN6 prolif: inducers of MIN6 beta-cell proliferation, primary screen, ATP luminescence, uHTS | MIN6 cells proliferation, ATPlite luminescence, 48 h; cells starved in 0.2% serum; 100% = growth in 10% serum | proliferation, % at 10 µM | 330,000 compounds, 0.29% hits | AID 2380, 2010;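 active = compounds whose signal lies at least 3.5 SD above the mean of all wells on their plate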;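 also: 0% = DMSO-treated cells in low-serum medium and 100% = 10% serum control; some compounds called inactive have numbers as strong as hits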
mIAP block: inhibitors of mouse IAP, primary screen, biochemical, luminescence, uHTS; purified mouse IAP, CDP-Star luminescence, 30 min; AID 2806, 2010; intestinal alkaline phosphatase [Mus musculus]; inhibition, % at 10 µM; 330,000 compounds, 0.2% hits;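 active = inhibition of at least 40% at 10 µM in the primary screen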;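 also: plate controls were DMSO with enzyme for no effect and no enzyme wells for full effect; values of inactives mirror those of a sister screen read the other way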
mIAP activ: activators of mouse IAP, primary screen, biochemical, luminescence, uHTS; muIAP, CDP-Star luminescence, 30 min; hits give high values; 1 = vehicle-only enzyme signal, 0 = enzyme-free wells; activation factor at 10 µM; 330,000 compounds, 0.24% hits;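 active = activation factor of at least 2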; also: the source names both 10 and 20 µM as test concentration; values of inactives mirror those of a sister screen read the other way
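also added = chemiluminescent substrate CDP-Star | test system = mouse IAP enzyme | signal = chemiluminescence readout | compound = DMSO-dissolved test compounds | incubation = 30 min at room temperature | benchmarks = DMSO wells, no-enzyme wells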
A3A deaminase: APOBEC3A ssDNA deaminase inhibitors, primary screen, selectivity assay for APOBEC3G inhibitor project, biochemical, FAM/TAMRA oligo cleavage fluorescence | DNA dC->dU-editing enzyme APOBEC-3A (Homo sapiens), P31941 | recombinant A3A, FAM/TAMRA ssDNA deamination fluorescence | inhibition, % at 20 µM | 330,000 compounds, 0.41% hits;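 active = at least 40% inhibition at 20 µM here, with at most 30% in a related deaminase screen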;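 also: plate controls were A3A with DMSO for no effect and wells lacking A3A enzyme for full effect; some results filed as inactive read as strong as hits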
Target sequence (P31941 whole entry, looked up): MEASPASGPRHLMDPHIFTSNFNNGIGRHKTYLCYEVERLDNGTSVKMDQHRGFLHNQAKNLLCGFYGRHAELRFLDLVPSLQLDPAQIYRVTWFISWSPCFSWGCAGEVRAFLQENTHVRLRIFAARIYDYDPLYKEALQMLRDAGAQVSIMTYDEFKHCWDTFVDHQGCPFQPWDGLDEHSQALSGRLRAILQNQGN
SENP1 FRET inh: human SENP1 catalytic domain inhibitors, primary screen, biochemical, FRET, uHTS. Sentrin-specific protease 1 (Homo sapiens), Q9P0U3. inhibition, % at 10 µM. 360,000 compounds, 0.21% hits. recombinant SENP1 catalytic domain, CyPet-SUMO1-YPet FRET cleavage;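 active = inhibition at least 30% at 10 µM, raw YFP signal under a set limit, fluorescence ratio 0.5 to 1.5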;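 also: 0% = enzyme with DMSO and 100% = no enzyme wells; some results filed as inactive read as strong as hits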
Target sequence (Q9P0U3 419-644 limits assumed): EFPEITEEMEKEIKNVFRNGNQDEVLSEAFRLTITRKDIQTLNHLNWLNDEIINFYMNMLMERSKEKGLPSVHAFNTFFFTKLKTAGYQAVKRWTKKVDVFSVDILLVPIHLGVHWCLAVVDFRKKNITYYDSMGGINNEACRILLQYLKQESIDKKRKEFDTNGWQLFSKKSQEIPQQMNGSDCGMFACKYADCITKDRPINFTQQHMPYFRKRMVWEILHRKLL
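System: Recombinant human SENP1 catalytic domain, His6-tagged | Incubation: Enzyme reaction for 50 min at room temperature, dark | Medium: Tris pH 8 with BME, BSA, NP40 and catalase | Also added: 25 nM SUMO1 FRET substrate | Compound: 10 µM single point, 0.5% DMSO | Measured by: FRET fluorescence in CFP and YFP emission channels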
hIAP block: human IAP inhibitors, primary screen, biochemical, luminescence, uHTS; purified IAP, CDP-Star luminescence, 30 min; 330,000 compounds, 0.12% hits; inhibition, % at 10 µM;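 active = inhibition reaching a set limit with compound at 10 µM in the primary screen, cut at about 35% in these data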;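 also: plate controls were DMSO wells with enzyme for no effect and no-enzyme buffer wells for full effect; values of inactives mirror those of a sister screen read the other way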
* marks the source's active call; other numbers are inactive results; x = no result given. Only part of the results is shown. The share of hits here may be higher or lower than overall.

# | molecule | A3G deaminase | hIAP act | NALP3 yeast inh | MIN6 prolif | mIAP block
1 | CCN(CC1CCCN(CCc2cccc(OC)c2)C1)C(=O)c1ccc(COC)o1 (stereo not given) | 1 | 1.1 | 15 | -2 | -1
2 | O=C(NCCCN1CCOCC1)c1ccc([N+](=O)[O-])cc1[N+](=O)[O-] | -6 | 1 | 15 | 1 | -2
3 | CCSc1nc(N)c(C#N)c(-c2ccccc2Cl)c1C#N | -5 | 1.1 | 6 | -5 | 0
4 | COc1ccc(C(=O)N/C(=C\c2cn(C)c3ccccc23)C(=O)NCCCN2CCOCC2)cc1 | -2 | 1 | 5 | 0 | 3
5 | COc1ccc(CN2CC(C(=O)NCCCN3CCCC(C)C3)CC2=O)cc1 (stereo not given) | -3 | 1.2 | -6 | 5 | 5
6 | Cc1c(-c2ccccc2)oc2c(C(=O)OCC(=O)Nc3ccc(F)cc3)cccc2c1=O | -4 | 0.87 | 22 | 1 | 6
7 | O=C(COC(=O)c1ccc(O)cc1O)NCCN1C(=O)CSC1=O | -2 | 1.1 | 9 | 4 | 1
8 | COc1ccc(NC(=O)CCNS(=O)(=O)c2ccc3c(c2)c(=O)n(C)c(=O)n3C)cc1 | -3 | 0.99 | 0 | -1 | 0
9 | COc1ccccc1NC(=O)COC(=O)Cc1c[nH]c2ccccc12 | -9 | 0.94 | 7 | -1 | -9
10 | CCOC(=O)C1ON2CCCCC2C1(O)C(F)(F)F (stereo not given) | -5 | 1 | 6 | 2 | 0

# | mIAP activ | A3A deaminase | SENP1 FRET inh | hIAP block
1 | 1 | 0 | -1 | -8
2 | 1 | -1 | 2 | 0
3 | 1 | 1 | -10 | -5
4 | 0.97 | -1 | -9 | -4
5 | 0.95 | -3 | 0 | -20
6 | 0.94 | 0 | 0 | 13
7 | 0.99 | 3 | 4 | -8
8 | 0.99 | 1 | 2 | 1
9 | 1.1 | 4 | -21 | 6
10 | 1 | -2 | 2 | -5

As entered above:
COc1ccc(CN2CC(C(=O)NCCCN3CCCC(C)C3)CC2=O)cc1 (stereo not given) | A3G deaminase: -3
CCOC(=O)C1ON2CCCCC2C1(O)C(F)(F)F (stereo not given) | mIAP activ: 1

Remaining list, next part
# | molecule | A3G deaminase | hIAP act | NALP3 yeast inh | MIN6 prolif | mIAP block
11 | O=C(Nc1ccccc1N1CCCCC1)c1ccc(F)cc1 | -2 | 0.99 | -19 | 0 | -10
12 | COc1ccc(NC(=O)COc2cccc3c2OC(C)(C)C3)c(OC)c1 | 1 | 1.1 | 36 | 9 | 9
13 | CC(C)C(=O)Nc1nnn(C)n1 | -3 | 0.89 | 9 | 6 | -1
14 | COc1ccc(NC(=O)CCN2C(=O)c3ccccc3C2=O)cc1 | -8 | 1.1 | 11 | 2 | 3
15 | COc1cc(-c2nc3cnccn3c2Nc2c(C)cccc2C)ccc1O | -7 | 0.91 | 10 | 3 | -8
16 | CCc1nn(CCCC(=O)NCc2ccccc2Br)c(=O)c2cc3occc3n12 | 17 | 0.98 | 21 | -8 | 2
17 | O[C@@H]1[C@@H](O)C=C2CCN3Cc4cc5c(cc4[C@H]1C23)OCO5 (stereo not given in full) | -3 | 1.1 | 64* | -8 | -9
18 | COCCn1c(SCC#N)nnc1-c1ccc([N+](=O)[O-])cc1 | -6 | 1.1 | 23 | -4 | 11
19 | c1ccc(Cn2nnnc2C(c2cccs2)N2CCCCCC2)cc1 (stereo not given) | -3 | 1.1 | 1 | -4 | -6
20 | Cc1onc(-c2ccccc2)c1C(=O)NCc1ccco1 | -4 | 0.96 | 18 | -4 | 1

# | mIAP activ | A3A deaminase | SENP1 FRET inh | hIAP block
11 | 1.1 | 1 | 3 | 1
12 | 0.91 | 2 | 0 | -10
13 | 1 | 0 | 3 | 11
14 | 0.97 | -5 | 0 | -6
15 | 1.1 | -4 | -29 | 9
16 | 0.98 | 2 | -26 | 2
17 | 1.1 | -1 | -2 | -11
18 | 0.89 | 7 | 2 | -9
19 | 1.1 | -4 | 0 | -10
20 | 0.99 | -1 | -1 | 4

The list continues:
# | molecule | A3G deaminase | hIAP act | NALP3 yeast inh | MIN6 prolif | mIAP block
21 | O=[N+]([O-])c1ccccc1S(=O)(=O)N1CCCC(C(F)(F)F)C1 (stereo not given) | -4 | 0.88 | 9 | 1 | 0
22 | Cc1cccc(NC(=O)c2cc(S(=O)(=O)c3ccccc3)ccc2Cl)c1 | -4 | 1 | 14 | -3 | 6
23 | O=C(CCNC(=O)c1ccccc1Cl)NN=Cc1ccco1 | -6 | 1.2 | 5 | -3 | 5
24 | Cc1ccccc1-n1c(Cn2c(=O)sc3ccccc32)nnc1SCC(=O)Nc1nccs1 | 0 | 1.2 | 0 | -2 | 10
25 | CN1C(=O)CC(NNC(=O)c2ccc(Cl)cc2)C1=O (stereo not given) | -3 | 0.78 | 6 | -1 | 12
26 | Cc1oc(C(C)(C)C)cc1C(=O)Nc1ccc(N2CCOCC2)cc1 | -9 | 0.86 | 15 | -3 | 0
27 | COc1ccc(CCCC(=O)N/N=C\c2cccs2)cc1 | -4 | 1 | 7 | -1 | -3
28 | CC(=O)c1cccc(S(=O)(=O)NCC2CCCCC2)c1 | -4 | 0.99 | 16 | 0 | 2
29 | Cc1cccc(OCC(=O)Nc2ccc(NC(=O)c3ccccc3)cc2)c1 | -6 | 1.1 | 3 | 0 | 4
30 | COc1ccc(C(CNC(=O)CSc2ccccc2C)N(C)C)cc1 (stereo not given) | -15 | 0.95 | 4 | 1 | 4

# | mIAP activ | A3A deaminase | SENP1 FRET inh | hIAP block
21 | 1 | -7 | 0 | 12
22 | 0.94 | -3 | 2 | -1
23 | 0.95 | -1 | 4 | -16
24 | 0.9 | -1 | 1 | -17
25 | 0.88 | 0 | 1 | 22
26 | 1 | -2 | 0 | 14
27 | 1 | 1 | 2 | -3
28 | 0.98 | -1 | 4 | 1
29 | 0.96 | -3 | 1 | -5
30 | 0.96 | -5 | 0 | 5

(more compounds)
# | molecule | A3G deaminase | hIAP act | NALP3 yeast inh | MIN6 prolif | mIAP block
31 | c1ccc2c(Nc3nc4c(s3)CCCC4)cccc2c1 | -10 | 1.1 | 23 | -4 | 3
32 | O=C(CNS(=O)(=O)c1ccc(Br)cc1)OCc1cc(=O)n2cc(Br)ccc2n1 | 6 | 1.7 | 2 | 2 | 2
33 | COc1ccc(CC(=O)NNC(=O)c2cc(C)[nH]n2)cc1 | -8 | 1.4 | 10 | 0 | 21
34 | CCOC(=O)C1CCCN(c2c(NCCCN3CCCC(C)C3)c(=O)c2=O)C1 (stereo not given) | -6 | 0.88 | -1 | 0 | 7
35 | Cc1cccc(NC(=O)Cn2c(=O)n(CC3CCCO3)c(=O)c3ccccc32)c1 (stereo not given) | -3 | 0.97 | 3 | 0 | 1
36 | CC(=O)c1ccc(Oc2cc(C(F)(F)F)cnc2C(N)=O)cc1 | -7 | 0.97 | 8 | 2 | 0
37 | Cc1ccc(NC(=S)N(CCN2CCCCC2)Cc2ccco2)cc1C | -7 | 0.99 | 21 | -1 | 10
38 | Fc1cccc(-c2cc3nc4c(c(N5CCOCC5)n3n2)CCCC4)c1 | -6 | 1.1 | 27 | -2 | 8
39 | CC(C)C1=C2CCCCC2NC(=O)N1 (stereo not given) | 9 | 0.8 | -2 | -2 | 32
40 | CN1CCN(NC(=S)Nc2ccccc2)CC1 | -5 | 1.1 | 21 | -1 | -1

# | mIAP activ | A3A deaminase | SENP1 FRET inh | hIAP block
31 | 0.97 | -4 | -1 | -9
32 | 0.98 | 7 | x | -66
33 | 0.79 | -7 | 2 | -43
34 | 0.93 | -4 | 0 | 12
35 | 0.99 | 0 | 1 | 3
36 | 1 | -5 | -2 | 2
37 | 0.91 | -1 | 6 | 1
38 | 0.92 | 1 | 1 | -5
39 | 0.68 | 7 | -56 | 20
40 | 1 | -4 | 5 | -7

Later entries
# | molecule | A3G deaminase | hIAP act | NALP3 yeast inh | MIN6 prolif | mIAP block
41 | COc1ccccc1P(=O)(Cc1ccccc1)c1ccccc1 (stereo not given) | -5 | 0.88 | -4 | 2 | 1
42 | CCOc1ccc(-c2nc(CCl)cs2)cc1 | -1 | 1 | 28 | -4 | -3
43 | COc1ccc(C)cc1N(CC(=O)Nc1ccc(S(=O)(=O)N2CCOCC2)cc1)S(C)(=O)=O | -8 | 0.87 | 11 | -1 | 2
44 | CC1=C(C(=O)OC(C)C)C(C)C(C(=O)OC(C)C)=C(C)N1 | -6 | 1 | 31 | -3 | -4
45 | COc1ccc2c(c1)CC[C@@H]1[C@@H]2CC[C@]2(C)C(=O)CC[C@@H]12 | -2 | 1.1 | 36 | -3 | -7
46 | Cc1ccc2nc(N3CCC(C(=O)NC4CCCCC4)CC3)sc2c1 | -8 | 1 | 7 | 0 | -11
47 | CC(C)Oc1ccc(C2NC(=O)NC2=O)cc1 (stereo not given) | -2 | 1.1 | -1 | -3 | -1
48 | Cc1ccc(N2CC(NS(=O)(=O)c3cccnc3)CC2=O)cc1C (stereo not given) | 2 | 1.1 | -2 | -3 | -5
49 | CCc1ccc(OCC2c3cc(OC)c(OC)cc3CCN2C(C)=O)cc1 (stereo not given) | -3 | 1.2 | 5 | 0 | -10

# | mIAP activ | A3A deaminase | SENP1 FRET inh | hIAP block
41 | 0.99 | -1 | 2 | 12
42 | 1 | 1 | 1 | -2
43 | 0.98 | 0 | 3 | 13
44 | 1 | -1 | -2 | 0
45 | 1.1 | -4 | 2 | -14
46 | 1.1 | -3 | 3 | -2
47 | 1 | 2 | 0 | -11
48 | 1 | 1 | 0 | -11
49 | 1.1 | -2 | 2 | -21

Of the compounds above, three contain a CF3 group:
# | molecule | A3G deaminase | hIAP act | NALP3 yeast inh | MIN6 prolif | mIAP block
10 | CCOC(=O)C1ON2CCCCC2C1(O)C(F)(F)F (stereo not given) | -5 | 1 | 6 | 2 | 0
21 | O=[N+]([O-])c1ccccc1S(=O)(=O)N1CCCC(C(F)(F)F)C1 (stereo not given) | -4 | 0.88 | 9 | 1 | 0
36 | CC(=O)c1ccc(Oc2cc(C(F)(F)F)cnc2C(N)=O)cc1 | -7 | 0.97 | 8 | 2 | 0

# | mIAP activ | A3A deaminase | SENP1 FRET inh | hIAP block
10 | 1 | -2 | 2 | -5
21 | 1 | -7 | 0 | 12
36 | 1 | -5 | -2 | 2
